RAD52 anneal inh: inhibitors of human RAD52 DNA annealing | P43351 | recombinant RAD52 DNA annealing, FRET fluorescence | inhibition, % at 18.7 µM | 360,000 tested, 0.46% active | AID 651710;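 active = every replicate showing at least 50% inhibition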
esBAF inh: inhibitors of esBAF chromatin remodeling in mouse ES cells | Bmi1-luciferase knock-in reporter, 24 h; 100% = twice the neutral-well signal | reporter increase, % at 12.5 µM | 350,000 tested, 2% active; in the data active = activation above about 40%;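 note: 0% = median of the plate's neutral control wells and 100% = double that signal; a rise in the Bmi1 reporter signal indicates esBAF inhibition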
FN deposition inh: fibronectin deposition inhibition; AH1F fibroblasts, Alexa488-fibronectin deposition fluorescence, overnight; inhibition, % at 12.6 µM; 350,000 tested, 0.086% active; AID 743247;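 active = mean inhibition across replicates of 30% or more, regardless of how many single replicates reach that level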;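 note: positive control wells lacked labelled fibronectin entirely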
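Test system: AH1F fibroblast monolayer depositing Alexa488-labelled fibronectin into matrix. Input: 10000 cells per well. Technique: fluorescence, ex 485 nm, em 525 nm. Buffer or medium: DMEM plus 2% serum, read in PBS. Timing: 1 h cell adhesion before compound, then overnight fibronectin incubation. Compound: single dose, pinned. Read-out basis: inhibition from reduced deposited-fibronectin fluorescence.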
RAD54 inh: inhibitors of human RAD54 branch migration; inhibition, % at 10.4 µM; 360,000 tested, 0.14% active; RAD54 Holliday junction branch migration, FAM/BHQ fluorescence;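 active = mean normalized replicate activity at least 40 and at least half of replicates scoring 40 or more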;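 note: 0% = median of neutral control wells and 100% = median of positive control wells; inhibitors cause a drop in the FAM fluorescence signal; in these data hits start at about 50%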
Target sequence (Q92698 whole entry, looked up): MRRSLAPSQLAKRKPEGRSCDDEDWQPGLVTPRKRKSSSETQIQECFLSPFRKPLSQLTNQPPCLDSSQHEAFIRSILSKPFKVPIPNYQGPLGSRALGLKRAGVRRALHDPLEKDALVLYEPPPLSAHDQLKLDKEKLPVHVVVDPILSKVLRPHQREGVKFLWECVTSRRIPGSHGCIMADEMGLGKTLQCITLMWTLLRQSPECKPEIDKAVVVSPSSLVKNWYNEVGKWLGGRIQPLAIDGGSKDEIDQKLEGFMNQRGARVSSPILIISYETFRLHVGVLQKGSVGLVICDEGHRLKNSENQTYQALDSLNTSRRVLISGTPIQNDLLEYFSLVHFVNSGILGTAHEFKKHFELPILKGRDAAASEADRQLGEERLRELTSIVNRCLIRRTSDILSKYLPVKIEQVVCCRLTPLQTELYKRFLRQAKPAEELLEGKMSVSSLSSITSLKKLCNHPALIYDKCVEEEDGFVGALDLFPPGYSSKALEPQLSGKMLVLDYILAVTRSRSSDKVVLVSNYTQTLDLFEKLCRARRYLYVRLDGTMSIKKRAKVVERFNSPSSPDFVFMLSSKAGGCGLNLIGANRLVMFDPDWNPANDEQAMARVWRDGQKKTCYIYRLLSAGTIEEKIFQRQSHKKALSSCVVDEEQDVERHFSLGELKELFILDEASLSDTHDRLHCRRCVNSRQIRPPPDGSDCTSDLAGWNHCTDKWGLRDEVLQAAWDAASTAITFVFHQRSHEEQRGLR
S100A4 MyoIIA: inhibitors of human S100A4 binding to myosin IIA peptide; P26447; 360,000 tested, 0.14% active; inhibition, % at 10.7 µM; AID 652163; S100A4/TAMRA-MyoIIA peptide fluorescence polarization;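 active = mean inhibition of at least 70% across replicates, with every replicate also reaching that level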
Target sequence (P26447 whole entry, looked up): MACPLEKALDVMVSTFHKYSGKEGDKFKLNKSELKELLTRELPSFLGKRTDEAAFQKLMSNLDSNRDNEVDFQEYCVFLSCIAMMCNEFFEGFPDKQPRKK
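assay system = human S100A4 monomer with TAMRA-labelled myosin IIA peptide | also added = labelled myosin peptide probe, 5 nM | incubation = 5 min between mix addition and reading | control set = DMSO and TFP controls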
E-sel inducer: induces E-selectin expression in human endothelial cells | P16581 | HUVEC E-selectin immunofluorescence imaging; normalized: neutral wells 0, TNF-alpha wells 100 | activation, % at 7.58 µM | 260,000 tested, 0.37% active | AID 686992;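 active = mean E-selectin-positive cell signal at least 10% of the positive control, reached in at least 60% of replicates, without over 20% cell loss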;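 note: in these data hits start at about 27%; measured in HUVEC primary endothelial cells; signal is the percent of cells scored E-selectin positive by PE staining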
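Read-out basis: % PE-positive cells; Test system: HUVEC primary endothelial cells; Technique: immunofluorescence imaging; Dosing: single-point compound dose.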
XiGFP reactiv: activators of X-chromosome reactivation in mouse fibroblasts; XiGFP mouse fibroblasts, % GFP-positive cells imaging, 3 d; cells co-treated with 5-aza-dC sensitizer; scaled so ellipticine positive control = 100%; activation, % at 7.58 µM; 360,000 tested, 0.055% active;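 active = mean normalized replicate activation at least 10% and every replicate at or above 10%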;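 note: 0% = median of on-plate neutral control wells and 100% = ellipticine 6 µM median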
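Material: XiGFP fibroblasts, SV40-immortalized; Buffer or medium: DMEM containing 5-aza-dC; Compound dosing: single point; Times: 3 days compound exposure.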
EWS-Fli block: inhibitors of EWS/Fli oncoprotein transcriptional activity. A673 NR0B1-luciferase reporter, viability-normalised. inhibition, % at 12.6 µM. 350,000 tested, 0.67% active;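 active = mean inhibition of at least 50% after viability correction, with every replicate also passing that limit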;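 note: firefly luciferase signal divided by Alamar Blue viability fluorescence both relative to DMSO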
Numbers without * were called inactive; · = no result given.

Every second line gives: RAD52 anneal inh	esBAF inh	FN deposition inh	RAD54 inh	S100A4 MyoIIA	E-sel inducer	XiGFP reactiv	EWS-Fli block
[1] COc1ccc(CN2CCC(CNS(=O)(=O)c3cccc(C(F)(F)F)c3)CC2)cc1
    -18	-4	-2	0	-5	0.1	0.0	30
[2] COc1cccc(CC2(CO)CCCN(Cc3ccc(C)s3)C2)c1 (configuration not stated)
    -10	·	·	·	0	·	0.1	2
[3] CN(C)c1nc(-c2ccccc2)ns1
    -4	·	-17	·	-8	1.5	0.2	-39
[4] CC1(C)Cc2nc3oc4c(=O)n(CC(=O)Nc5ccc(Cl)cc5)cnc4c3cc2CO1
    -34	·	10	2	-6	·	0.0	5
[5] COc1ccc(NC(=S)NC(=O)c2ccc3c(c2)OCCO3)cc1
    -17	54*	-2	-7	0	-0.8	0.0	-38
[6] O=C(C[C@H]1CC[C@H]2NC[C@H](O)COC[C@@H]2O1)Nc1ccccc1
    -6	-6	-2	-2	4	0.1	0.2	2
[7] O=C(NCC[C@H]1CC[C@@H](NS(=O)(=O)c2ccc(F)cc2)[C@@H](CO)O1)c1ccc2c(c1)OCO2
    -17	4	-12	-2	25	0.0	0.3	2
[8] O=C(CNC(=O)C1(c2ccccc2)CC1)Nc1ccc(F)c(F)c1
    0	-2	-7	7	10	·	0.1	0
[9] Cc1ccc(S(=O)(=O)N2[C@@H](c3cccc(Cl)c3)C(C(=O)OC(C)(C)C)=CC[C@H]2c2cccc(Cl)c2)cc1
    1	-1	-9	-5	-2	-0.1	0.0	16
[10] Cc1cc(S(=O)(=O)Nc2ccc(C(=O)NCCCN3CCOCC3)cc2)ccc1F
    -2	-2	-4	·	-5	0.3	-0.1	-2
[11] CCCc1cc(=O)oc2cc(OCc3cccc(OC)c3)c(Cl)cc12
    1	·	·	·	-4	·	0.0	6
[12] COc1cc(OC)cc(-c2c(C#Cc3ccsc3)c3cc(-c4ccc(OC)cc4F)ccc3n2C)c1
    -33	-2	-1	-2	-3	0.1	-0.2	-3
[13] O=C(CN1C(=O)c2ccccc2C1=O)NCCOc1ccccc1
    -6	·	-8	·	9	·	0.0	-4
[14] COc1ccc(NC(=O)Nc2ccc3c(c2)C(=O)N([C@H](C)CO)C[C@@H](C)[C@@H](CN(C)Cc2ccc(Cl)c(Cl)c2)OCCCC[C@H](C)O3)cc1
    18	0	·	0	-15	0.0	0.3	1
[15] Cc1c(Nc2cc(Cl)c3nonc3c2[N+](=O)[O-])c(=O)n(-c2ccccc2)n1C
    13	·	5	·	6	·	19*	43
[16] C[C@@H]1CN([C@@H](C)CO)C(=O)c2cccc(NC(=O)Nc3ccccc3)c2O[C@H]1CN(C)Cc1ccc(C(=O)O)cc1
    0	5	·	-17	1	0.9	-0.9	-6
[17] COc1ccccc1CNC(=O)C(c1ccccc1)c1ccccc1
    -11	-6	1	1	0	3.8	0.0	9
[18] N#Cc1c(-c2ccccc2)nc(SCC(=O)NC2CCCCC2)[nH]c1=O
    -10	·	-3	·	-5	·	0.0	11
[19] Cc1nc(-c2ccc(Cl)cc2)sc1C1(C)CC(c2cccc(Cl)c2)=NO1 (configuration not stated)
    -8	21	3	-14	-3	-0.2	0.0	-45
[20] Cc1cccc(C2c3[nH]c4ccccc4c3CCN2C(=O)c2cn(C)c3ccccc3c2=O)n1 (configuration not stated)
    -20	·	·	·	3	·	0.0	7
[21] CN(CC(=O)Nc1ccccc1C(F)(F)F)C(=O)CN1C(=O)C2CCCCC2C1=O (configuration not stated)
    -13	-2	8	1	-3	2.7	-0.1	0
[22] CC1(OC(=O)CCc2ccccc2)C(=O)C=C2C=C(c3ccc(C#N)cc3)N(Cc3ccco3)C=C2C1=O (configuration not stated)
    -4	20	2	-7	-2	-0.2	0.3	11
[23] CCOc1ccccc1OCCC(=O)OCC(=O)c1ccc[nH]1
    -20	-5	-11	·	-2	2.8	0.2	0
[24] COc1cc(OC)cc(C(=O)NNC(=O)c2ccc(S(=O)(=O)N(C)c3ccccc3OC)cc2)c1
    -12	·	-3	4	-2	0.9	-0.1	-3
[25] COc1ccc(OC)c(/C=N/NC2=NS(=O)(=O)c3ccccc32)c1
    -24	0	-2	-1	-2	0.3	0.0	-2
[26] C[C@@H]1CN([C@H](C)CO)C(=O)Cc2cc(NS(=O)(=O)c3ccccc3)ccc2O[C@@H]1CN(C)Cc1ccc(C(=O)O)cc1
    -9	4	-2	·	19	0.3	0.5	-16
[27] Cc1cc(Oc2cccc3c2S(=O)(=O)N([C@H](C)c2ccccc2)C[C@@H](COCc2ccccc2)O3)cc(C)c1C
    -3	·	2	·	-4	-0.1	0.0	19
[28] CCOC(=O)/C=C/C(=O)OCC(=O)Nc1ccc([N+](=O)[O-])cc1
    -7	3	-1	·	-20	-4.3	0.1	2
[29] Cc1cc(Br)cn2c(Cc3ccccc3C(F)(F)F)c(-c3ccc(Cl)cc3)nc12
    -31	·	8	·	1	0.4	-0.1	22
[30] COc1cccc(C(=O)Nc2ccc3c(c2)C(=O)N(C)C[C@H](OC)[C@@H](C)CN(CC2CC2)[C@@H](C)CO3)c1
    3	5	14	9	5	-0.1	0.0	8

For reference, some entries already given:
Every second line gives: RAD52 anneal inh	esBAF inh	FN deposition inh	RAD54 inh	S100A4 MyoIIA	E-sel inducer	XiGFP reactiv	EWS-Fli block
[1] COc1ccc(CN2CCC(CNS(=O)(=O)c3cccc(C(F)(F)F)c3)CC2)cc1
    -18	-4	-2	0	-5	0.1	0.0	30
[2] COc1cccc(CC2(CO)CCCN(Cc3ccc(C)s3)C2)c1 (configuration not stated)
    -10	·	·	·	0	·	0.1	2
[3] CN(C)c1nc(-c2ccccc2)ns1
    -4	·	-17	·	-8	1.5	0.2	-39
[4] CC1(C)Cc2nc3oc4c(=O)n(CC(=O)Nc5ccc(Cl)cc5)cnc4c3cc2CO1
    -34	·	10	2	-6	·	0.0	5
[5] COc1ccc(NC(=S)NC(=O)c2ccc3c(c2)OCCO3)cc1
    -17	54*	-2	-7	0	-0.8	0.0	-38
[6] O=C(C[C@H]1CC[C@H]2NC[C@H](O)COC[C@@H]2O1)Nc1ccccc1
    -6	-6	-2	-2	4	0.1	0.2	2
[7] O=C(NCC[C@H]1CC[C@@H](NS(=O)(=O)c2ccc(F)cc2)[C@@H](CO)O1)c1ccc2c(c1)OCO2
    -17	4	-12	-2	25	0.0	0.3	2
[8] O=C(CNC(=O)C1(c2ccccc2)CC1)Nc1ccc(F)c(F)c1
    0	-2	-7	7	10	·	0.1	0
[9] Cc1ccc(S(=O)(=O)N2[C@@H](c3cccc(Cl)c3)C(C(=O)OC(C)(C)C)=CC[C@H]2c2cccc(Cl)c2)cc1
    1	-1	-9	-5	-2	-0.1	0.0	16
[10] Cc1cc(S(=O)(=O)Nc2ccc(C(=O)NCCCN3CCOCC3)cc2)ccc1F
    -2	-2	-4	·	-5	0.3	-0.1	-2

Remaining list, next part:
Every second line gives: RAD52 anneal inh	esBAF inh	FN deposition inh	RAD54 inh	S100A4 MyoIIA	E-sel inducer	XiGFP reactiv	EWS-Fli block
[31] CCS(=O)(=O)N(C)C[C@H]1OCc2ccccc2-c2c(n(C)c3ccccc23)C(=O)N([C@H](C)CO)C[C@H]1C
    6	3	-11	-3	-23	-0.4	-0.2	-6
[32] O=C(NCc1cccs1)C(=O)NCC1OCCCN1S(=O)(=O)c1cccs1 (configuration not stated)
    -14	4	11	·	-6	·	0.2	-13
[33] Cn1c(N)c(C(=O)COC(=O)COc2ccc3ccccc3c2)c(=O)n(C)c1=O
    -19	·	·	·	1	·	0.0	4
[34] CN1C(=O)c2cc(NC(=O)c3ccc(C(F)(F)F)cc3)ccc2OC[C@H]2O[C@@H](CC(=O)O)CC[C@H]21
    -5	2	-1	7	6	0.0	0.1	-10
[35] C[C@H]1CN([C@@H](C)CO)C(=O)c2cc(NC(=O)CCCN(C)C)ccc2O[C@H]1CN(C)Cc1ccc(Oc2ccccc2)cc1
    16	-2	·	0	0	2.0	0.3	·
[36] NC1=C(Cl)C(=O)c2ccc(S(N)(=O)=O)cc2C1=O
    25	-89	31*	2	8	-0.3	-0.1	65*
[37] CCCNC(=O)[C@@H]1[C@@H](CO)[C@@H]2Cn3c(cccc3=O)[C@@H]2N1C(=O)C1CC1
    5	·	·	·	-1	-0.1	0.1	-1
[38] CNC[C@@H]1Oc2c(NC(=O)C3CC3)cccc2C(=O)N([C@@H](C)CO)C[C@@H]1C
    -18	-5	·	10	0	0.0	0.2	-6
[39] COc1cc([N+](=O)[O-])ccc1NC(=O)Nc1ccc(C(=O)N2CCCC2)cc1
    -6	2	0	-3	0	·	0.1	12
[40] COc1ccc(S(=O)(=O)N/N=C\c2ccc3c(c2)OCO3)cc1
    -18	7	·	10	6	·	·	2
[41] Fc1ccccc1-c1csc(=Nc2cccnc2)n1CC1CCCO1 (configuration not stated)
    -27	4	-9	·	3	·	0.7	-6
[42] CC(C(=O)NCc1ccc2c(c1)OCO2)c1ccc([N+](=O)[O-])cc1 (configuration not stated)
    -5	·	-14	·	0	-0.1	0.6	12
[43] Cc1c(C)c2ccc(OCC(=O)Nc3cccnc3)c(C)c2oc1=O
    -3	27	1	-5	2	-0.5	0.0	-100
[44] CCOc1ccccc1C1C(C(=O)Nc2ccccc2OC)=C(C)Nc2nc(CCCO)nn21 (configuration not stated)
    -5	3	3	5	-5	-0.9	0.0	-9
[45] Cc1ccc(C(=O)NC(=S)NCc2ccccc2)cc1
    -10	0	2	-14	1	0.2	0.3	-25
[46] CC(C)(C)OC(=O)N[C@@H](Cc1ccccc1)[C@H](O)c1ccco1
    2	11	4	-1	0	0.2	0.5	-13
[47] CCN(CC)CCCNC(=O)CC1Oc2ccc(C)cc2NC1=O (configuration not stated)
    3	-7	-2	-11	33	·	0.2	3
[48] O=C(COc1ccc(S(=O)(=O)NC2CCCC2)cc1)NCC1CCCO1 (configuration not stated)
    -21	·	0	·	1	-0.5	0.0	16
[49] C[N+](C)(C)CC=O
    -9	5	-6	-5	-1	0.1	0.2	-9
[50] Cn1cccc1Cc1nnc(SCC(=O)NCc2ccc(F)cc2)n1-c1ccc(F)cc1
    -58	-7	1	-1	-2	0.1	0.2	2
[51] CCCn1c(SCC(=O)Nc2cc(S(=O)(=O)N(C)C)ccc2OC)n[nH]c1=O
    -6	-1	-4	·	-1	0.1	0.0	-2
